Compound activity deposited in PubChem by Johns Hopkins Ion Channel Center.
CHT allo act – CHT positive allosteric modulators, primary screen, cell-based, membrane potential dye, choline EC20. CHT-expressing cells; hits give high values; LV-AA mutant CHT in HEK293 cells. B-score at 10 µM. 0.49% of 310,000 active;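 active = initial fluorescence not abnormally high and integrated response B-score, plate-corrected, over 3 SD above library mean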
Target sequence (Q9GZV3 whole entry, looked up): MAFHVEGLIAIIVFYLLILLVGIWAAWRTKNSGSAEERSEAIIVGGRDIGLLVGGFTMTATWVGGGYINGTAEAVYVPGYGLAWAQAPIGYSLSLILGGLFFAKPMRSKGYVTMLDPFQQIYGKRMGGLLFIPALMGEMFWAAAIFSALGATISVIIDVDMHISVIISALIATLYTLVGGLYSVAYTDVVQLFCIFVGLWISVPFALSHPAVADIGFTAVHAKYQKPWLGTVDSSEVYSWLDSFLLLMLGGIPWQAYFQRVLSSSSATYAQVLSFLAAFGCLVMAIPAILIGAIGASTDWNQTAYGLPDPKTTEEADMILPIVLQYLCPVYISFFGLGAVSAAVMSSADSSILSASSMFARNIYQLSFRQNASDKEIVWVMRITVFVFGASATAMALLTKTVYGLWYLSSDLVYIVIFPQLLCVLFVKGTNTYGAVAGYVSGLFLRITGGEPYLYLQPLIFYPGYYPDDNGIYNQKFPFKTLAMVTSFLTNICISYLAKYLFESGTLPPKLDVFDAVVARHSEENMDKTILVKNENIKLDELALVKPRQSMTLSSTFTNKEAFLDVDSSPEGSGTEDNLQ
CHT inh – inhibitors of human choline transporter CHT | High affinity choline transporter 1 (Homo sapiens), Q9GZV3 | B-score at 10 µM | CHT-expressing cells, membrane potential dye, choline response; hits give low values | 0.86% of 310,000 active;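 active = B-score over 3 SD under the library average, and starting fluorescence ratio not unusually high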;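 note: choline stimulus applied at its EC90 after an EC20 pre-addition; B-score computed on integrated fluorescence ratio after choline addition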
An asterisk follows results filed as active; i = inactive.

SMILES	CHT allo act	CHT inh
CCOc1ccc(S(=O)(=O)NCCN2CCOCC2)c2ccccc12	i	i
Cc1cc2oc(=O)cc(CN3CCc4ccccc43)c2cc1Cl	i	i
Cc1sc2ccccc2[n+]1CC(=O)O	i	i
O=C(NCc1ccccn1)C1CCN(S(=O)(=O)c2cccs2)CC1	i	i
COCCCNS(=O)(=O)c1ccc(Oc2ncc(C(F)(F)F)cc2Cl)cc1	i	i
COc1ccc(Cl)cc1NC(=O)CCN1CCOCC1	i	i
CCOc1ccc(CCNC(=O)COC(=O)c2cc([N+](=O)[O-])ccc2N2CCOCC2)cc1OCC	i	i
OCc1cnc(SCc2ccccc2)n1Cc1ccccc1	i	i
Cc1ccc(C2N(c3ccccc3)C(=O)N3CCCN23)cc1 (stereo not given)	i	i
COC(=O)[C@@]1(Cc2ccc(F)cc2)[C@H]2c3cc(C(=O)N4CCCC4)n(Cc4ccc(C(F)(F)F)nc4)c3C[C@H]2CN1C(=O)c1ccccc1	i	i
O=C(CN1CCCCCC1)Nc1ccc(Br)cc1	i	i
CC(C)(C)c1csc(NC(=O)Nc2ccccc2)n1	i	i
CCOC(=O)N1CCN(C(=O)C2CCN(C(=O)c3ccc([N+](=O)[O-])cc3)CC2)CC1	i	i
O=[n+]1c2c(n([O-])c3cc(F)ccc31)CCCC2	i	i
O=C(O)c1cccnc1SCC(=O)C12CC3CC(CC(C3)C1)C2	i	i
Cc1cc(NS(=O)(=O)c2ccc(C(C)C)cc2)no1	i	i
CC1(C)OC(=O)C(=CNC(CCC(N)=O)C(=O)O)C(=O)O1 (stereo not given)	i	i
O=C(O)c1cccc(N2C(=O)CSC2c2c(F)cccc2Cl)c1 (stereo not given)	i	i
Cc1ccc2c(c1)-c1c(cnn1CC(=O)N1CCCN(Cc3ccccc3F)C1)CO2	i	i
O=C(O)c1cn(C2CCCCC2)c2ccccc2c1=O	i	i
N/C(=N\OC(=O)CSc1ccccc1)c1ccncc1	i	i
COc1cc(/C=C/C(=O)OCC(=O)Nc2ccc3c(c2)OCCO3)ccc1OCC#N	i	i
O=C(NC1CCSc2ccccc21)c1ccccc1Br (stereo not given)	i	i
O=C(COC(=O)CNC(=O)c1ccc(Cl)cc1Cl)Nc1cccc(S(=O)(=O)N2CCCC2)c1	i	i
O=C(c1cccc(C(=O)N2CCN(c3ccccc3F)CC2)c1)N1CCN(c2ccccc2F)CC1	i	i

Compound profiles (already shown). Screens in order: CHT allo act	CHT inh
Results for O=C(NC1CCSc2ccccc21)c1ccccc1Br (stereo not given) → i	i
Results for O=C(COC(=O)CNC(=O)c1ccc(Cl)cc1Cl)Nc1cccc(S(=O)(=O)N2CCCC2)c1 → i	i
Results for Cc1cc(NS(=O)(=O)c2ccc(C(C)C)cc2)no1 → i	i

Back to the main list, starting five compounds before the break.
SMILES	CHT allo act	CHT inh
N/C(=N\OC(=O)CSc1ccccc1)c1ccncc1	i	i
COc1cc(/C=C/C(=O)OCC(=O)Nc2ccc3c(c2)OCCO3)ccc1OCC#N	i	i
O=C(NC1CCSc2ccccc21)c1ccccc1Br (stereo not given)	i	i
O=C(COC(=O)CNC(=O)c1ccc(Cl)cc1Cl)Nc1cccc(S(=O)(=O)N2CCCC2)c1	i	i
O=C(c1cccc(C(=O)N2CCN(c3ccccc3F)CC2)c1)N1CCN(c2ccccc2F)CC1	i	i
O=C(C1=C[C@H](c2ccc3c(c2)OCO3)C[C@H](OCCCCO)O1)N1CCOCC1	i	i
CN(C)C(=O)c1ccc(NC(=O)COC(=O)CC23CC4CC(CC(Br)(C4)C2)C3)cc1	i	i
O=C(O)c1nc(N2CCCC2)ncc1Cl	i	i
CN(C)S(=O)(=O)c1cccc(C(=O)NCC(C)(C)CNC(=O)c2cccc(S(=O)(=O)N(C)C)c2)c1	i	i
CN(Cc1ccncn1)C(=O)C1CCC(=O)N(Cc2cccc(C(F)(F)F)c2)C1 (stereo not given)	i	i
Cc1c(C(=O)NCc2ccco2)oc2ccc(S(=O)(=O)N3CCC4(CC3)OCCO4)cc12	i	i
O=C(COc1ccc2c(c1)C(=O)CC1(CCCCC1)O2)NCc1ccccc1	i	i
Nc1c(N(CCO)C(=O)C2CCCCC2)c(=O)[nH]c(=O)n1Cc1ccccc1	i	i
Cc1cc(C(=O)Nc2nc3ccc(S(C)(=O)=O)cc3s2)c(C)o1	i	i
CCN(Cc1ccccc1)CC(O)COc1ccccc1 (stereo not given)	i	i
CCOCCCNC(=O)COc1ccc(OC)cc1	i	i
COc1cc(-c2noc(CCC(=O)NC3CCCC3)n2)cc(OC)c1OC	i	i
Cc1cc2ccccc2c(=O)n1CC(=O)NCC(=O)N1CCN(c2ccccc2)CC1	i	i
O=C(Nc1nccs1)C(Br)C(Br)c1ccccc1 (stereo not given)	i	i
COc1ccc(-c2cc([C@H]3[C@@H]4C=CCC[C@@]4(C)C(=O)N3Cc3ccccc3)ccc2F)cc1OC	i	i
Brc1csc(/C=N/Nc2nc3ccccc3s2)c1	i	i
Cc1nn2c(N)c(C#N)cnc2c1-c1ccccc1	i	i
COc1cc(OC)cc(C(=O)OCC(=O)Nc2ccc(N3CCCCC3)cc2)c1	i	i
CC(=O)Nc1cccc(-c2csc(Nc3cccc(C)n3)n2)c1	i	i
COc1ccccc1N1CCN(C(=O)C(F)F)CC1	i	i
O=C(NCCO)c1ccc2nc(Cc3cccc(Cl)c3)oc2c1	i	i
Cc1ccc(NC(=O)C2CCCN2S(=O)(=O)c2ccc3c(c2)n(C)c(=O)c(=O)n3C)cc1C (stereo not given)	i	i
COc1cccc(N2CC(NC(=O)c3cccc4ccccc34)CC2=O)c1 (stereo not given)	i	i
COCCCNC(=S)NNC(=S)Nc1ccccc1	i	i
O=C(CN1C(=O)NC2(CCCCC2)C1=O)Nc1ccc(N2CCOCC2)cc1	i	i

Gathered by group: the compounds so far containing an aryl thioether with sulfur outside any ring.
SMILES	CHT allo act	CHT inh
OCc1cnc(SCc2ccccc2)n1Cc1ccccc1	i	i
O=C(O)c1cccnc1SCC(=O)C12CC3CC(CC(C3)C1)C2	i	i
N/C(=N\OC(=O)CSc1ccccc1)c1ccncc1	i	i

The list continues.
SMILES	CHT allo act	CHT inh
Cc1ccc(N(CC(=O)NCc2ccccc2Cl)S(=O)(=O)c2cccs2)cc1	i	i
O=C1NC(=S)CN1c1ccccc1	i	i
CN1CCc2c(sc(NC(=O)Cc3ccccc3)c2C#N)C1	i	i
CN(C)S(=O)(=O)c1ccc2nnn(OCC(=O)NC34CC5CC(CC(C5)C3)C4)c2c1	i	i
Cc1ccc(OCCNC(=O)C2CC(=O)N(c3ccc(C)cc3)C2)cc1 (stereo not given)	i	i
O=C(NCCCN1CCCC1=O)c1cc2c(s1)CCCCC2	i	i
CCCC1(c2ccccc2)NC(=O)N(CC(=O)Nc2cc(C)on2)C1=O (stereo not given)	i	i
O=C(Nc1ccc(Cl)cc1)Nc1nnc(CSCc2ccccc2)s1	i	i
CS(=O)(=O)c1ccc(Cl)c(NC(=O)CN2C(=O)C3CCCCC3C2=O)c1 (stereo not given)	i	i
COc1ccc(C)cc1NC(=O)C(OC(=O)CNC(=O)c1cc(C)cc(C)c1)c1ccccc1 (stereo not given)	i	i
CCOC(=O)[C@@H]1[C@H]2COc3ccc(Br)cc3[C@@H]2N2C(=O)N(c3ccc(C(F)(F)F)cc3)C(=O)[C@@]12C	i	i
CCOCCCn1c(=NC(=O)c2cccs2)c(C#N)cc2c(=O)n3cccc(C)c3nc21	i	i
CCOC(=O)c1ccc(NC(=S)N(CCN(C)C)C(C)c2ccncc2)cc1 (stereo not given)	i	i
CCCCCCn1c(C)nc2c(c1=O)c1nc3ccccc3nc1n2/N=C/c1ccco1	i	i
O=C(O)/C=C/C(=O)Nc1ccc(F)cc1F	i	i
Cc1ccc(CNC(=O)CCc2cn(C)c3ccccc23)cc1	i	i
Cc1c(O)ccc(NC(=O)/C=C/c2ccccc2)c1C	i	i
Cc1ccc(S(=O)(=O)c2nc(S(=O)(=O)c3ccccc3)sc2N2CCN(CCO)CC2)cc1	i	i
CCOc1cccc(=O)c2c(C)n(Cc3ccccc3)c(C)c12	i	i
CNC(=O)NC(=O)COC(=O)CCCSc1nc2ccccc2s1	i	i
O=C(COC(=O)CCC(=O)c1ccc(F)cc1)Nc1nnc(-c2ccccc2)o1	i	i
Cc1nnc(SCC(=O)N(Cc2ccccc2)C(C)C)n1-c1ccccc1	i	i
COCCc1nn2c(=O)cc(COC(=O)c3cc(OC)c(OC)c(OC)c3)nc2s1	i	i
Cc1ccc(S(=O)(=O)Nc2ccccc2C(=O)NCc2cccnc2)cc1	i	i
CCCCOc1cccc(C2C(C(=O)c3ccc(C)o3)=C(O)C(=O)N2Cc2ccco2)c1 (stereo not given)	i	i

Further structures.
SMILES	CHT allo act	CHT inh
Cc1ccc(S(=O)(=O)N2CCCCC2C(=O)Nc2nncs2)cc1 (stereo not given)	i	i
CN(Cc1ccccc1F)c1ncnc2sccc12	i	i
O=[N+]([O-])c1cc(S(=O)(=O)Nc2ccc(Cl)cc2)ccc1N/N=C/c1ccncc1	i	i
COc1ccc(CCCC(=O)O)c(C)c1	i	i
CNC(=O)c1c(NC(=O)c2ccc(S(=O)(=O)N(C)c3ccccc3)cc2)sc2c1CCN(C(C)C)C2	i	i
N#Cc1nc(-c2ccco2)oc1N1CCN(c2ccccc2)CC1	i	i
CC(C)(C)C(=O)C(Cc1ccccc1Cl)n1cncn1 (stereo not given)	i	i
Cc1cccc(CSc2nnc(C)c(=O)n2N)c1	i	i
COc1ccc(OC)c(S(=O)(=O)Nc2ccccc2C(=O)O)c1	i	i
CN(C)C(=O)c1cn(CCC#N)nc1-c1ccc2ccccc2c1	i	i
O=C(c1ccccc1)N1CCN(S(=O)(=O)N2CCCCC2)CC1	i	i
C/C(CC(=O)Nc1cccc(Cl)c1C)=N\NC(=O)C(=O)NCC(C)C	i	i
CC1(C)Cc2c(ccc3ccccc23)-c2nnc(-c3cccnc3)n21	i	i
COc1ccc(/C=N/N=C2/NC(=O)C(CC(=O)O)S2)cc1OCc1ccccc1Cl (stereo not given)	i	i
CC(C)OC(=O)CSc1nc(Cc2ccccc2)nc2ccccc12	i	i
CN(CCN1CCOCC1)Cc1nc(-c2ccc3c(c2)OCO3)no1	i	i
O=S(=O)(Nc1ncccc1O)c1ccc(Cl)cc1	i	i
CSc1nnc(-c2ccc(C(F)(F)F)nc2C)o1	i	i
Cn1c(CNc2ccc(F)cc2)nnc1SCC(=O)NNC(=O)Cc1ccccc1	i	i
Nc1nc(CN2CCN(Cc3ccccc3)CC2)nc(Nc2ccccc2)n1	i	i
CC(O)Cn1c(N2CCCC2)nc2c1c(=O)n(C)c(=O)n2C (stereo not given)	i	i
C=CCn1c(SCCC)nc(O)cc1=O	i	i
CC1Cc2nc(SCC(=O)c3ccccc3)n(Cc3ccccc3)c(=O)c2S1 (stereo not given)	i	i
COc1c(C)cc(Br)cc1C(=O)Nc1ccc(S(N)(=O)=O)cc1	i	i
COc1ccc(C(=O)Nc2ccc3[nH]c(-c4cccc(OC)c4)cc(=O)c3c2)cc1	i	i

Next part.
SMILES	CHT allo act	CHT inh
CCCCOc1ccc(C(=O)N2CCNC(=O)C2)cc1	i	i
CC(C)CC(CO)N1CCN(C(=O)c2ccc(C(C)(C)C)cc2)CCC1=O (stereo not given)	i	i
CCc1cccc(CC)c1NC(=O)CSc1nnc(C2CC2)n1C	i	i
C=CCNC(=S)NNC(=O)c1ccc(OCCC)cc1	i	i
Cc1cc(C)cc(NC(=O)Nc2cccc(S(N)(=O)=O)c2)c1	i	i
O=C(CN1CCN(C(c2ccccc2)c2ccccc2)CC1)N1N=CCC1c1ccccc1 (stereo not given)	i	i
O=C(COC(=O)c1ccc(S(=O)(=O)N2CCOCC2)cc1)NC1CCCC1	i	i
N#C/C(=C(/O)c1ccc2c(c1)OCO2)c1nc2cc(C(F)(F)F)ccc2s1	i	-8.3*
CCn1c(COc2ccccc2)nnc1SCC(=O)CC(=O)Nc1ccccc1OC	i	i
COc1ccc(N(CC(=O)NCc2ccco2)S(=O)(=O)c2ccccc2)cc1	i	i
Cc1[nH]c2ccccc2c1/C=C/c1nc2ccccc2c(=O)[nH]1	i	i
COc1ccc(C(=O)NCCCCCC(=O)O)cc1OC	i	i
CCc1cccc(C)c1NS(=O)(=O)c1c(C)nc2sccn2c1=O	i	i
Cc1ccccc1C(=O)Nc1ccc(Br)cn1	i	i
CSc1ccc(S(=O)(=O)NCC(=O)OCC(=O)NCC2CCCO2)cc1[N+](=O)[O-] (stereo not given)	i	i
O=C(O)COn1c(-c2ccc(Cl)cc2)nc2ccc(Cl)cc21	i	i
Cc1ccc(C(=O)N2CCN(c3ccccn3)CC2)cc1Cl	i	i
Cc1nc2ccccc2c(-c2ccccc2)c1CC(=O)O	i	i
COc1ccc(/C=N/NC(=O)c2nc(-c3ccccc3)n(-c3ccccc3)n2)c(O)c1	i	i
O=C(CC1C(=O)NCCN1C(=O)Nc1ccc(F)cc1)Nc1cc(Cl)ccc1Cl (stereo not given)	i	i
Cc1ccc(C(=O)Nc2ncc(Cc3ccc(SC(F)F)cc3)s2)cc1	i	i
CN1CCN(S(=O)(=O)c2cccc(C(=O)Nc3cc(C(F)(F)F)ccc3N3CCCC3)c2)CC1	i	i
COc1ccccc1-c1n[nH]c(=S)n1Cc1ccccc1	i	i
CSCC[C@H](NS(=O)(=O)c1ccc(C)cc1)C(=O)N1CCC(C(=O)N[C@@H](Cc2ccccc2)C(=O)O)CC1	i	i
CCOC(=O)N1CCN(C(=O)c2ccc3c(=O)n4c(nc3c2)CCCCC4)CC1	i	i
COc1c(O)ccc(/C=N\NC(=O)c2ccc3c(c2)OCO3)c1[N+](=O)[O-]	i	i
O=C(OCCN1CCCCC1)c1ccc(O)cc1	i	i

Three entries from above, with bars between the fields.
Compound | CHT allo act | CHT inh
Cc1ccc(C(=O)Nc2ncc(Cc3ccc(SC(F)F)cc3)s2)cc1 | i | i
CN1CCN(S(=O)(=O)c2cccc(C(=O)Nc3cc(C(F)(F)F)ccc3N3CCCC3)c2)CC1 | i | i
COc1ccccc1-c1n[nH]c(=S)n1Cc1ccccc1 | i | i
